# Ecoli WT growth: blocks growth of wild type E. coli BW25113 | E. coli BW25113 growth inhibition, OD600 | inhibition, % at 10 µM | hit rate 0.05% among 20,000; in the data active means inhibition above about 40%;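 further: bacteria exposed to compound for 20 hours at 37 °C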
#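 System: bacterial strain in a whole-cell growth screen; medium: LB broth with 50 µg/mL kanamycin; detection: absorbance at 615 nm; schedule: 20 h exposure, 37 °C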
# The depositor's hits bear a star. The list is partial; rates above refer to the full screens.
mol | Ecoli WT growth
O=C(O)C1CCCCC1C(=O)NCCCc1ccccc1 (stereo not given) | -17
Cc1ccc(N(C(C)C(=O)N2CCC(C)CC2)S(C)(=O)=O)cc1C (stereo not given) | -17
Brc1c(OCCOCCn2cncn2)ccc2ccccc12 | 2
COn1c(=O)c(-c2ccc(Cl)cc2)[n+]([O-])c2ccccc21 | -16
O=C(c1ccccc1)N1CCN(CC2CC=CCC2)CC1 (stereo not given) | 9
C=CCn1c(SCC(=O)Nc2ccc3c(c2)OCO3)nnc1-c1cc(Br)ccc1O | -11
Cc1ncc(CO)c2c1OC(C)(C)OC2 | 8
Cc1cc(NC(=O)CSc2nc(C3CC3)nc3sc4c(c23)CCC(C)C4)no1 (stereo not given) | -2
O=c1[nH]c2ccccc2n1C1=CCCC1 | -14
c1ccc(-c2nc3ccccc3nc2-c2ccccn2)nc1 | -4
COc1ccc(CC(=O)Nc2cccc(C(=O)O)c2C)cc1 | -2
CCOC(=O)c1[nH]c(C)c(C(=O)Nc2ccccc2F)c1C | -2
COc1cccc(-c2nnc3sc(C4CCCCC4)nn23)c1 | -3
CCOC(=O)N1CCN(Cc2nc(N)nc(Nc3ccc(Oc4ccccc4)cc3)n2)CC1 | -19
Cc1ccc(N2CC(C(=O)Nc3ccc(S(=O)(=O)N4CCCC4)cc3)CC2=O)cc1 (stereo not given) | -12
CC(C)n1c(Nc2ccccc2)nc2ccccc21 | -4
CC(=O)Nc1ccc(S(=O)(=O)N2CCN(C(=O)CCC3CCCC3)CC2)cc1 | 6
COCCn1nnnc1CN(CCCN1CCOCC1)Cc1cc2c(C)ccc(C)c2[nH]c1=O | 8
COc1ccccc1NS(=O)(=O)c1ccc(C)c(C(N)=O)c1 | -6
O=C(Nc1nnc(SCC(=O)N2CCCCC2)s1)C1CCCCC1 | 3
COc1ccc(-c2nnc3sc(-c4c(OC)cccc4OC)nn23)cc1 | 5
Cc1cccc(C)c1NC(=O)c1cc(S(=O)(=O)N2CCOCC2)ccc1F | -1
Cc1c(C#N)c2ncnc(-c3ccccc3)c2n1-c1ccccc1 | -3
CCC(=O)Nc1ccc(Br)c(Cl)c1 | -6
c1ccc(-c2nnc3sc(-c4cc5ccccc5o4)nn23)cc1 | 3
O=C(OCC(=O)c1cccs1)C1=COCCO1 | 9
CCCc1nc(NC(C)=O)c(C#N)c(-c2ccco2)c1CC | -27
O=C(NCCC1=CCCCC1)c1ccc(Cl)c(S(=O)(=O)N2CCOCC2)c1 | -15
Cc1ccc(C23CC4CC(CC(NC(=O)N5CCN(C)CC5)(C4)C2)C3)cc1 | -12
NC(N)=NC(=O)c1nc(Cl)c(N)nc1N | -2
Cc1cccc(-c2nnc(SCC#N)n2-c2cccc(Cl)c2)c1 | -1
COc1ccc(CNCC(=O)Nc2cc(C)nn2-c2nc(C)cc(C)n2)cc1OC | -1
COc1cccc(Nc2nc(=O)[nH]nc2C)c1 | -7
Fc1ccccc1N1CCN(Cc2nc(-c3ccccc3)no2)CC1 | -15
S=C(N=Nc1ccccc1)NNc1ccccc1 | 7
Cc1ccc2nc(-c3cccc(S(=O)(=O)N(C)C)c3)cn2c1 | -11
COC(=O)C1=C(C)N(C)C(C)=C(C(=O)OC)C1c1ccncc1 | -17
Cc1c(NC(=O)C2CCCCN2S(=O)(=O)c2ccc(Cl)cc2)c(=O)n(-c2ccccc2)n1C (stereo not given) | 13
Cc1ccc(S(=O)(=O)c2c(N)n(/N=C/c3ccco3)c3nc4ccccc4nc23)cc1C | -11
Cc1c(C(=O)N2CCN(c3ccccc3)CC2)sc2ncnc(N3CCN(c4ccccc4)CC3)c12 | 18
COc1ccc(-c2nnc(SCC(=O)Nc3ccc(Cl)cc3)n2C)cc1 | 1
COC(=O)c1c(NC(=O)c2ccc(S(=O)(=O)N3CCOCC3)cc2)sc2c1CCN(C)C2 | 5
O=C(O)C1C2C=CC(C2)C1C(=O)NCCc1ccccc1 (stereo not given) | 1
C=CCN(CC=C)C(=O)Nc1cc(Cl)ccc1OC | -6
CC(=O)c1c(N2CCOCC2)nc(=S)n(-c2cc(C)ccc2C)c1C | -2

# Given field by field: two of the compounds above.
C=CCN(CC=C)C(=O)Nc1cc(Cl)ccc1OC
  Ecoli WT growth: -6
CC(=O)c1c(N2CCOCC2)nc(=S)n(-c2cc(C)ccc2C)c1C
  Ecoli WT growth: -2

# Next results follow:
mol | Ecoli WT growth
COc1cc2c(cc1NC(=O)COC(=O)Cn1cnc3ccccc31)oc1ccccc12 | 7
O=C(NC1CCCCC1)C(c1ccco1)N(Cc1cccnc1)C(=O)C1COc2ccccc2O1 (stereo not given) | -8
Cc1ccccc1NC(=O)C1CCN(c2cnccn2)CC1 | 6
O=c1cc(-c2ccccc2)nc(N2CCN(Cc3ccc4c(c3)OCO4)CC2)[nH]1 | -24
O=C1CC(c2ccncc2)c2cc3c(cc2N1)OCCO3 (stereo not given) | -20
COC(=O)c1ccccc1NC(=O)C1CC(=O)N(C2CCCCC2)C1 (stereo not given) | -19
CCOC(=O)CC1(CC(=O)OCC)NC(=O)c2c(C)sc(C(=O)OCC)c2N1 | -2
CCOC(=O)N1CCC(Nc2ncnc3c2cnn3-c2ccc(C)cc2C)CC1 | 1
COc1ccc2ccccc2c1CN1CCCC(CO)C1 (stereo not given) | 11
COc1ccc(-c2nsc(SCC(=O)Nc3cc(C)on3)n2)cc1 | 3
O=C(CCSc1nnc(-c2ccncc2)o1)Nc1ccccc1 | 6
Cc1cccc(NCC(O)Cn2cnc3c2c(=O)n(C)c(=O)n3C)c1 (stereo not given) | 2
CCc1c(O)nc(SCC(=O)Nc2ccc(C)cc2)n(C2CCCCC2)c1=O | -24
CC(NC(=O)c1cn(C)c2ccc(S(=O)(=O)N3CCCC3)cc2c1=O)c1ccc2c(c1)OCCO2 (stereo not given) | 0
COc1cc(NC(=O)c2ccc(COCC(F)(F)F)o2)cc(OC)c1OC | 4
CN=C1SC(CC(=O)Nc2ccc(N3CCOCC3)cc2)C(=O)N1C (stereo not given) | -11
COc1cccc(N2CCN(CC(=O)Nc3nnc(-c4ccccc4)s3)CC2)c1 | 8
CCOC(=O)C1CCN(CC(=O)Nc2c(C(=O)OC)[nH]c3ccc(Cl)cc23)CC1 | -1
C1CCC(c2nn3c(-c4n[nH]c5c4CCC5)nnc3s2)CC1 | -8
CCOc1cc(-c2nc3ccccn3c2NCC2CCCO2)ccc1O (stereo not given) | 1
Cc1ccc(C2c3sc(=O)[nH]c3SC3C(=O)NC(=O)C32)cc1 (stereo not given) | 6
Cc1nc2ccc(N3C(=O)CCC3=O)cc2[nH]1 | 4
Cc1cc(C)c(NC(=O)c2ccc(S(=O)(=O)N(C)C)cc2)c(C)n1 | -19
CCOC(=O)c1c(C)n(OCc2ccccc2)c2ccc3c(no[n+]3[O-])c12 | 5
Cc1ccc(C)c(C(=O)NC2CC(C)(C)NC(C)(C)C2)c1 | -1
COc1cccc(N2CCN(c3ncnc4c3[nH]c3ccc(F)cc34)CC2C)c1 (stereo not given) | 3
Cc1cccc(C)c1NC(=O)Cn1cnc2c(=O)n(C)c(=O)n(C)c21 | -7
Cn1c(SCC(=O)c2ccc(F)cc2)nnc1-c1cnccn1 | -10
CN(C)C(=O)COc1ccc2cc(-c3ccccc3)c(=O)oc2c1 | 7
CCCCC(=O)Nc1nnn(CCC)n1 | 0
Cn1c(SCCOc2ccccc2Cl)nnc1-c1ccncc1 | -22
FC(F)(F)c1cc(-c2ccco2)nc(NCc2ccco2)n1 | -1
Cc1ccc(S(=O)(=O)CCc2ccccn2)cc1 | -17
Cc1cc(C(F)F)n2ncc(C(=O)N3CCc4ccccc4C3)c2n1 | 2
CCOc1c(S(=O)(=O)N2CCCC2)ccc(Cl)c1Cl | -14
O=c1c(-c2ccc(F)cc2)coc2c3c(ccc12)OCCO3 | 5
COC(=O)C(C(=O)NCC1CCCO1)C1CCCCCC1 (stereo not given) | -22
CCC(O)c1cc2c(cc1NC(=O)c1cccs1)OCCO2 (stereo not given) | -17
CC/C(O)=C(/C#N)c1nnc2n1CCCCC2 | 6
CCOCCCNC(=O)C1CCC(CNS(=O)(=O)c2cccc3nsnc23)CC1 (stereo not given) | 8
Cn1c(SCC(=O)Nc2nccs2)nnc1C12CC3CC(CC(C3)C1)C2 | -22
O=C(Cc1ccc(Cl)cc1)NCC(=O)N1CCCC1 | 6
COCCn1c(SCC(=O)Nc2ccc3c(c2)OCCO3)nc2c(c1=O)SC(C)C2 (stereo not given) | 7
CN1CCN(C(=O)c2ccccc2N(Cc2ccccc2)S(C)(=O)=O)CC1 | 4
C=CCOc1c(Br)cc(CNn2nnnc2N)cc1OCC | -7
O=c1cc(CSc2nnc(COc3ccc(Cl)cc3)o2)c2ccccc2[nH]1 | 8
Cc1cc2c(c(=O)n1CCc1ccccc1)C(C(C)C)C(C#N)=C(N)O2 (stereo not given) | -2
Cc1cccc(Cn2c(C(C)O)nc3ccccc32)c1 (stereo not given) | -8
CCCc1cc(=O)n2[nH]c(-c3ccc(Br)cc3)cc2n1 | -4
Nn1cnnc1SC1CCCCC1NS(=O)(=O)c1ccccc1 (stereo not given) | -15
COc1cc(NC(=O)c2ccc(Br)o2)ccc1NC(=O)C(C)C | -11
CCOCCc1nnc(NC(=O)Cc2ccccc2)s1 | -19
O=C(c1ccco1)N1CCN(S(=O)(=O)c2cccs2)CC1 | -2
O=C(Nc1ccccc1N1CCOCC1)c1ccc2ccccc2n1 | -6
CCOC(=O)c1ccc(CNC(=O)C(Cc2c[nH]c3ccccc23)NC(C)=O)o1 (stereo not given) | -2
CCOC(=O)c1c(C)[nH]c2ccc(O)cc12 | 1
COC(=O)CC(=O)CSc1nc2c(cc1C#N)CCC2 | -23
O=S1(=O)CC(N2CCCCC2)C(N2CCCCC2)C1 (stereo not given) | -3
O=C(O)c1cc(=O)c2c(OCC(O)COc3cccc4oc(C(=O)O)cc(=O)c34)cccc2o1 | 1
COc1ccc(NS(=O)(=O)c2cc(C)ccc2OC)cc1OC | -18

# 16 successive entries from above:
mol | Ecoli WT growth
COCCn1c(SCC(=O)Nc2ccc3c(c2)OCCO3)nc2c(c1=O)SC(C)C2 (stereo not given) | 7
CN1CCN(C(=O)c2ccccc2N(Cc2ccccc2)S(C)(=O)=O)CC1 | 4
C=CCOc1c(Br)cc(CNn2nnnc2N)cc1OCC | -7
O=c1cc(CSc2nnc(COc3ccc(Cl)cc3)o2)c2ccccc2[nH]1 | 8
Cc1cc2c(c(=O)n1CCc1ccccc1)C(C(C)C)C(C#N)=C(N)O2 (stereo not given) | -2
Cc1cccc(Cn2c(C(C)O)nc3ccccc32)c1 (stereo not given) | -8
CCCc1cc(=O)n2[nH]c(-c3ccc(Br)cc3)cc2n1 | -4
Nn1cnnc1SC1CCCCC1NS(=O)(=O)c1ccccc1 (stereo not given) | -15
COc1cc(NC(=O)c2ccc(Br)o2)ccc1NC(=O)C(C)C | -11
CCOCCc1nnc(NC(=O)Cc2ccccc2)s1 | -19
O=C(c1ccco1)N1CCN(S(=O)(=O)c2cccs2)CC1 | -2
O=C(Nc1ccccc1N1CCOCC1)c1ccc2ccccc2n1 | -6
CCOC(=O)c1ccc(CNC(=O)C(Cc2c[nH]c3ccccc23)NC(C)=O)o1 (stereo not given) | -2
CCOC(=O)c1c(C)[nH]c2ccc(O)cc12 | 1
COC(=O)CC(=O)CSc1nc2c(cc1C#N)CCC2 | -23
O=S1(=O)CC(N2CCCCC2)C(N2CCCCC2)C1 (stereo not given) | -3

# Remaining list, next part.
SMILES,Ecoli WT growth
Cc1c(NC(=O)c2coc(=O)c(Br)c2)c(=O)n(-c2ccccc2)n1C,4
C=CCn1c(Cc2csc(N)n2)nnc1SCc1ccc(C(=O)OC)cc1,-17
CS(=O)(=O)N1CCC(C(=O)Nc2ccc(OCc3ccccc3)cc2)CC1,-17
Cc1oc(C(=O)O)cc1COc1ccccc1Cl,-1
CC(=O)N(C(C)=O)c1c(C#N)c(C)n(-c2ccccc2)c1C(=O)c1ccccc1,2
O=C(O)CCNC(=O)c1ccccc1,-2
O=C(CSc1nnc(Cc2ccccc2)n1-c1ccc(Cl)cc1)N1CCOCC1,-8
COC(=O)CCN1CCC(C(N)=O)CC1,6
O=C1NC(=O)C2(CCC(C(=O)O)C2)N1 (stereo not given),-4
COC(=O)c1sccc1NC(=O)c1ccncc1,-3
Cc1ccc(-c2cc(C(=O)N3CCCC3)no2)cc1,-7
CC(=O)Nc1ccc(OCC(O)CN2CCN(Cc3ccccc3)CC2)cc1 (stereo not given),-13
O=C(NC1(C(F)(F)F)NC(=O)N(Cc2cccnc2)C1=O)c1cccs1 (stereo not given),-16
Cc1ccc(C(=O)Nc2ccc3c(c2)ncn3C)cc1,2
CCN1CCN(C(=O)c2cc3c(=O)n(C)c4ccccc4c3n2C)CC1,8
CCOC(=O)c1[nH]c(CSc2nnc(-c3ccc(OC)cc3)o2)c(C(=O)OCC)c1C,-4
O=c1c2cc(N3CCOCC3)ccc2[nH]c(=S)n1CCCN1CCCC1,-3
COc1ccc(-n2c(Cc3cccn3C)nnc2SCC(=O)Nc2cccc(C)c2C)cc1,7
Nc1nnc(CCC2CCCCC2)s1,-9
CCOCCCNC(=O)c1ccc(OC)cc1,-18
Cc1ccc(N2CC(C(=O)NC3=NCCS3)CC2=O)cc1C (stereo not given),1
CCc1c(C)c2cc(Cl)c(O)c(CN(CC)CC)c2oc1=O,-8
O=C(NC1CC1)c1ccc(S(=O)(=O)NCC2CCCCC2)cc1,18
Cc1ccc(NC(=O)CSc2nnc(CCCCCNC(=O)OC(C)(C)C)o2)c(C)c1,3
COC(=O)C1=C(C)N(CCc2ccccc2)C(=O)C1,3
COC(=O)CSc1nnc(-c2ccncc2)o1,-2
CC(=O)Nn1c(C)nnc1-n1nc(C)cc1C,2
Cc1sc2nc(SCC(=O)N3CCN(CCO)CC3)n(-c3ccccc3)c(=O)c2c1C,3
CNS(=O)(=O)c1cccc(C(=O)OCC(=O)c2cc(C)n(-c3ccc4c(c3)OCO4)c2C)c1,2
CC(Oc1ccc(Cl)cc1Cl)c1nc(-c2ccc(NC(=O)c3cccnc3)cc2)no1 (stereo not given),4
c1ccc(CNC2=NCCC2)nc1,7
CCOc1cc2[nH]c(=S)n(CC3CCCO3)c(=O)c2cc1OCC (stereo not given),2
Cn1nnc2cc(C(=O)N3CCN(c4ccccc4)CC3)ccc21,6
O=C(NCc1cccc(Cl)c1)c1cccnc1,-14
COc1ccc(N(CC(=O)N2CCN(Cc3ccc4c(c3)OCO4)CC2)S(C)(=O)=O)cc1OC,5
CCOC(=O)c1ccc(NC(=O)N2CCc3ccccc32)cc1,-1

# Screens from PubChem.
